Screens deposited in PubChem BioAssay by Fisher Drug Discovery Resource Center.
hcGAS inh: human cGAS inhibition. hit rate 0.081% among 290,000. recombinant h-cGAS, ATP depletion, Kinase-Glo luminescence. inhibition, % at 12.5 µM. Q8N884;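 also: 0% = vehicle reaction and 100% = reaction without DNA for no activity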
Target sequence (Q8N884 whole entry, looked up): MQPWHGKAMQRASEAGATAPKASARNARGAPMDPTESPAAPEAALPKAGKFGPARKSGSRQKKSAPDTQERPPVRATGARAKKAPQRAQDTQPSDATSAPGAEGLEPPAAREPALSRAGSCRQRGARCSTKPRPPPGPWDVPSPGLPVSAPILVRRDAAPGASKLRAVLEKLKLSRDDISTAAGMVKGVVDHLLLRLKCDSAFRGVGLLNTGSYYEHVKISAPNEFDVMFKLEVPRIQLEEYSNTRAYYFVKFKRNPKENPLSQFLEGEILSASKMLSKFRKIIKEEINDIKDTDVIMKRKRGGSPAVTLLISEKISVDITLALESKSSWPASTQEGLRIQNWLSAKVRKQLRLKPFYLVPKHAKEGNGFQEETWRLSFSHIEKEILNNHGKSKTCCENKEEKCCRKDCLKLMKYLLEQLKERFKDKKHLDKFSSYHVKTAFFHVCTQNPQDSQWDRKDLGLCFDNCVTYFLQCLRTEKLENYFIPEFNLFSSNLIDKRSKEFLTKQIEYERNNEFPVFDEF
mcGAS lum: mouse cGAS inhibition by luminescence; Q8C6L5; recombinant cGAS, Kinase-Glo ATP depletion luminescence; inhibition, % at 12.5 µM; hit rate 0.15% among 160,000;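 also: 0% = negative control wells and 100% = reference inhibitor with no enzyme activity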
NPYLR7 ag: mosquito NPYLR7 agonism. HEK293T NPYLR7/Galpha15, GCaMP6s calcium fluorescence. AID 1259423. activation, % at 10 µM. hit rate 0.15% among 270,000; in the data active = activation above about 40%;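 also: 0% = vehicle and 100% = reference agonist at the receptor; some compounds past the cut are filed as inactive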
The depositor's hits bear a star; x = not tested or not shown; & = joins results of further samples. Rule as the data show it, unless noted: active = inhibition above about 40%; inactive = the rest.

SMILES	hcGAS inh	mcGAS lum	NPYLR7 ag
CCc1nc(-c2ccccc2)nc(N2CCN(C(=O)COC)CC2)c1Cc1cc(C)ccc1C	4	2	0
O=C(c1csc2c1CCCC2)N1CCCC(Nc2ccccc2)C1 (stereo not given)	-5	-3	-6
COc1ccc(N=c2ccccn2C)cc1	-3	x	12
Cc1cc(Oc2ccc3c(c2)CCC(=O)N3)nc(C)n1	-9	-6	0
O=C(c1ccc(Cl)cc1Cl)N(CCN1CCOCC1)CC(=O)N(Cc1cccn1Cc1ccccc1)C1CC1	-2	-3	11
Cc1ccn2cc(C(=O)Nc3ccccc3NCC(F)(F)F)nc2c1	-7	-14	4
Cc1ccccc1C1CN(C(=O)c2cccs2)CC1C(=O)NCCC(C)C (stereo not given)	1	-2	x
O=C(NC1CCCN(c2cnccn2)C1)C1CCN(C2CCOCC2)CC1 (stereo not given)	-6	-5	x
Cc1ccccc1C(c1ncccc1C)N(C)C(=O)C1CCN(CCN2CCOCC2)CC1 (stereo not given)	1	x	2
CCCc1cc(CNC(=O)CC2CCc3ccccc32)on1 (stereo not given)	1	x	15
COCCN(C(=O)c1ccc(C)c(NC(=O)C2CC2)c1)C(C)C	-3	x	4
Cc1ccc(-c2nc3c(c(=O)[nH]2)Cc2cc(Cl)ccc2O3)cc1	0	x	-6
O=C(C=Cc1cccs1)Nc1c(F)cccc1F	-17	-6	40
CNC(=O)N1C[C@@H]2CCCN3CCC[C@@H]([C@H]23)[C@H]1CCCC(=O)NCC1CC1	-10	-5	x
OCCN(Cc1ccccc1C(F)(F)F)C1CCCC1	-11	x	3
CCOC(=O)c1cc(-c2cccc(NC(=O)c3csc4ccccc34)c2)n(-c2cccc(F)c2)n1	2	2	8
Cc1nc(=S)[nH]c(C)c1CCC(=O)N1CC=C(c2ccc(O)cc2)CC1	-4	-11	0
CCc1ccccc1NC(=O)C(=O)NCCCN1CCOC(c2ccccc2)C1 (stereo not given)	-2	x	-8
Cc1cn([C@H]2C=C[C@@H](CO)O2)c(=O)[nH]c1=O	-2&0&-7	-5	-3&-6&-4
Cn1ccc(C(=O)NC2CCN(C3CC3)C2)cc1=O (stereo not given)	2	x	-2

Filtered by structure: those above with four or more nitrogen atoms (six)
SMILES	hcGAS inh	mcGAS lum	NPYLR7 ag
CCc1nc(-c2ccccc2)nc(N2CCN(C(=O)COC)CC2)c1Cc1cc(C)ccc1C	4	2	0
O=C(c1ccc(Cl)cc1Cl)N(CCN1CCOCC1)CC(=O)N(Cc1cccn1Cc1ccccc1)C1CC1	-2	-3	11
Cc1ccn2cc(C(=O)Nc3ccccc3NCC(F)(F)F)nc2c1	-7	-14	4
O=C(NC1CCCN(c2cnccn2)C1)C1CCN(C2CCOCC2)CC1 (stereo not given)	-6	-5	x
Cc1ccccc1C(c1ncccc1C)N(C)C(=O)C1CCN(CCN2CCOCC2)CC1 (stereo not given)	1	x	2
CNC(=O)N1C[C@@H]2CCCN3CCC[C@@H]([C@H]23)[C@H]1CCCC(=O)NCC1CC1	-10	-5	x

(list continues)
SMILES	hcGAS inh	mcGAS lum	NPYLR7 ag
COc1cc(C)ccc1Oc1cnn(C)c(=O)c1Nc1cccc(C(=O)O)c1	-1	-3	-5
CCOC(=O)C1(C)CCN1C(=O)c1cccc(OC(F)(F)F)c1 (stereo not given)	7	x	-6
COc1ccc(/C=C/C(=O)NNC(=O)COc2ccc(C)c(C)c2)cc1	-5	-6	-7
CCCNC(=O)CN(C)CC(=O)c1c(N)n(CCC)c(=O)n(C)c1=O	0	x	-7
Nc1nc(CSc2ncccn2)nc(Nc2ccccc2)n1	-6	x	13
COc1ccc(C)cc1S(=O)(=O)N1CC(c2ccncc2)C1	-4	x	2
Cn1nc2n(c1=O)CCN(CC1CCCCC1)CC2	-6	-4	x
CC(C)CN(CC(C)C)C(=O)c1cc2c(=O)n3ccccc3nc2s1	-12	x	7
N#Cc1c(N)nc2sc(C(N)=O)c(N)c2c1-c1ccc(Br)cc1	3	0	-1
Cc1cccc(CO[C@]2(C(=O)NC3CC3)CC(OCc3ccc(F)cc3)[C@H](O)[C@H](O)C2)c1 (stereo not given in full)	1	-5	23
Nc1cc(-c2cccc(Cl)c2)nn1-c1ccc(C(=O)NCc2ccccn2)cc1	-4	-5	-9
COC(=O)c1ccc(C(=O)N2CCc3cc(OC)c(OC)cc3C2c2ccccc2Cl)cc1 (stereo not given)	-7	-8	-3
N#Cc1cccc(NC(c2ccccc2)c2ccccc2)c1	1	-2	-7
Cc1cc(C)n(-c2ccc(F)cc2CNC2CCCN(c3ncccn3)C2)n1 (stereo not given)	-10	-11	1
COc1cccc(C(CN2CCN(S(=O)(=O)c3ccc4ccccc4c3)CC2)OCc2ccc(C#N)cc2)c1 (stereo not given)	-5	-7	x
C#CCCC(=O)N1CCC(n2c(-c3ccccc3)nc3ccc(F)cc32)CC1	-3	-3	21
OC(Cc1ccccc1)CN(Cc1c(-c2ccccc2F)noc1N1CCOCC1)CC1CCCO1 (stereo not given)	-7	-4	5
CCCCOc1ccc(C(=O)N2CCCN(c3nc(CCC)nc4c3c(C)nn4-c3ccc(F)cc3)CC2)cc1	1	-4	-4
CC1(C(=O)NCCc2nnc3c(C(F)(F)F)cccn23)CCCCC1	-4	x	4
O=C(NC(c1nccs1)C1CC1)N1CCCCCC1c1ccco1 (stereo not given)	-4	x	-18
CN(C)CCNc1cc(C(C)(C)C)nc2c(-c3ccccc3)cnn12	-8	-8	1
O=C1CCC(C(=O)N(Cc2ccc(F)cc2)c2nc(-c3ccccc3)cs2)=NN1	-7	x	8
N#Cc1ccc(CN2CCN(CC(=O)N(Cc3ccccc3)C3CCS(=O)(=O)C3)CC2)cc1 (stereo not given)	-9	x	5
COCCCN(CC(=O)N(CCc1c[nH]c2ccccc12)Cc1ccccc1)S(=O)(=O)c1ccc([N+](=O)[O-])cc1	0	-4	16
NCCCCCCNS(=O)(=O)c1cccc2c(Cl)cccc12	3	3	-13
COc1ccccc1NC(=O)N1CCSC1c1cccc(Cl)c1 (stereo not given)	1	1	-1
Clc1ccc(C2CN(Cc3cc4n(n3)CCCNC4)CCO2)cc1Cl (stereo not given)	-4	x	16
COc1cccc2c1CCCC(=O)N2	-4	-8	-2
CCCOCCNC(=O)c1sc2ccc3ccccc3c2c1Cl	-5	-4	-7
Nc1nc(Nc2ccccc2)nc(NCCO)c1[N+](=O)[O-]	-2	x	-1
Cc1cc(C)cc(NC(=O)N2CCCCC2CCc2nccn2C)c1 (stereo not given)	-2	-7	7
COc1ccc(Cl)cc1N1CCN(C(=O)CCc2ccccc2)C(C)C1=O (stereo not given)	-3	-5	-6
CCC(C)N(Cc1nc(C(=O)NCc2cccnc2)co1)Cc1cc(OC)ccc1OC (stereo not given)	0	-1	10
OCCC1CN(Cc2cccc3c2OCO3)CCN1Cc1cccs1 (stereo not given)	-8	x	5
O=C(Nc1ccc(CCO)cc1)c1cccc(CN2C[C@H]3CC[C@H]2C3)c1	-3	-17	x
O=C(O)CCC(=O)Nc1nc2c(s1)CCCC2	-7	x	1
CN(C)CCCN1C(=O)C(O)=C(C(=O)c2ccco2)C1c1ccc([N+](=O)[O-])cc1 (stereo not given)	-3	-6	-4
CC(C)(CN1CCCC1)CN1CCC(C(O)Cc2ccccc2)CC1 (stereo not given)	1	0	x
C=CCN(CC(=O)N(CCOC)Cc1cccn1C)C(=O)Nc1ccc(Cl)cc1Cl	0	-4	x
C=CCn1c(=NC(=O)c2cccc(SC)c2)sc2cc(S(C)(=O)=O)ccc21	-5	x	6
Fc1cccc(Cl)c1-c1nccn1Cc1cccnc1	-8	-12	-3
O=C(Nc1ccncc1)C1(c2cccs2)CCOCC1	-3	-6	-11
O=C(NC1CCN2CCCCC12)c1ccc(S(=O)(=O)N2CCOCC2)o1 (stereo not given)	-7	x	11
Cc1nc2cc(NC(=O)C3(C)CCCN3CC(C)C)ccc2o1 (stereo not given)	-5	-2	-6
CCOC(=O)c1ccc(N2CC(C)Cn3c2nc2c3c(=O)n(CCOC)c(=O)n2C)cc1 (stereo not given)	-4	-10	5
Oc1cccc(Nc2nccc3[nH]c(-c4ccc(F)c(F)c4)nc23)c1	1	0	10
CCOc1ccc(-c2cc3c(=O)n(CC(=O)NCc4ccc(OC)cc4)ccn3n2)cc1	2	-1	3
Cc1cccnc1C(NC(=O)C1CCN(Cc2ccc3c(c2)OCO3)CC1)c1ccc(Cl)cc1 (stereo not given)	6	3	-18
C/C(=N/NC(=O)Cn1cnc([N+](=O)[O-])n1)c1ccc(O)cc1O	-3	-8	-6
O=C1Nc2c(Cl)ccc(Cl)c2C1=O	-11	-8	8
C=CCN(CC(=O)N1N=C(c2ccccc2OC)CC1c1ccccc1)C1CCCC1 (stereo not given)	-6	-3	12
CN(C)C(C(=O)N1CC(c2cccnc2)C1)c1ccccc1F (stereo not given)	-6	x	17
C=CCn1c(SCc2nc(N)nc(N3CCCCC3)n2)nnc1-c1ccco1	4	x	1
COc1ccc(CN2CCN(Cc3ccc(C#CC(C)(C)O)cc3)CC2CCO)c(C)c1C (stereo not given)	-5	x	1
Cc1ccc(C2SCCN2C(=O)Nc2ccc(C)c(Cl)c2)c(C)c1 (stereo not given)	-8	-4	26
CCCn1c(=O)n(CC(=O)NC(C)CN2CCCCC2)c2ccccc21 (stereo not given)	-7	x	2
O=C(c1ccc(CSc2c(F)c(F)cc(F)c2F)cc1)N1C2CCC1CC(Oc1cccc(C(F)(F)F)c1)C2 (stereo not given)	-15	-9	9
CC(C)N1CCNC(=O)C1CC(=O)NCCn1ccnc1 (stereo not given)	-4	x	18
O=C(c1ccc(Oc2ccccc2)o1)N1CCC2(CCCO2)CC1	-5	-10	5
CCOC(=O)CN1CCN(c2ccc(-c3ccccc3)cc2)C(=O)C1C (stereo not given)	-4	x	2

An excerpt of these results, with two lines to a compound:
Each structure is followed by: hcGAS inh	mcGAS lum	NPYLR7 ag
C/C(=N/NC(=O)Cn1cnc([N+](=O)[O-])n1)c1ccc(O)cc1O
    -3	-8	-6
O=C1Nc2c(Cl)ccc(Cl)c2C1=O
    -11	-8	8
C=CCN(CC(=O)N1N=C(c2ccccc2OC)CC1c1ccccc1)C1CCCC1 (stereo not given)
    -6	-3	12
CN(C)C(C(=O)N1CC(c2cccnc2)C1)c1ccccc1F (stereo not given)
    -6	x	17

The list goes on:
SMILES	hcGAS inh	mcGAS lum	NPYLR7 ag
Cc1cc(N2C(=O)c3oc4ccc(Cl)cc4c(=O)c3C2c2cccc(F)c2)no1 (stereo not given)	-5	x	7
Cc1nn2c(=O)[nH]c(SCC(=O)Nc3ccc(F)cc3F)nc2c1-c1ccccc1	24	-4	20
COc1cc2c(cc1-c1[nH]cnc1-c1ccccc1)OCCCO2	4	3	0
c1ccc(CCCCc2nc(C3CC3)n[nH]2)cc1	1	-3	1
CNC(=O)[C@@H]1C[C@H](N)CN1C(=O)CCn1cnc2ccccc21	-1	x	15
COC(=O)c1c(C)[nH]c(-c2csc(N)n2)c1C	3	x	1
COC(=O)CNC(=O)CCN(Cc1ccc(C)cc1)C1CC1	-11	x	7
CCCC(=O)OCC(O)CN(CCOC)Cc1cccc(OC)c1OC (stereo not given)	-1	1	-4
Cc1cc(=O)oc2cc(CN3CCN(c4noc(C(C)C)n4)CC3)ccc12	0	x	11
Cn1nc(-c2cccc(NC(=O)c3cccs3)c2)ccc1=O	-3	-5	0
O=C(c1nc(=O)[nH]c2ccccc12)N1CCc2c([nH]c3ccccc23)C1C1CCCCC1 (stereo not given)	-11	-11	7
Cc1ccc(Oc2ccc(S(=O)(=O)N3CCOCC3)cn2)c([N+](=O)[O-])n1	-6	x	2
CCCCCC(=O)NC1=NCCS1	-3	x	-1
Cc1cnc(CNC(=O)CSCc2ccccc2Cl)cn1	-6	-18	1
O=C(c1csc(CSc2nnc(-c3ccco3)n2-c2cccc(Cl)c2)n1)N1CCN(c2ccccc2F)CC1	2	-1	3
CCN1CCN(c2nc(Nc3ccc(C)cc3)nc(N)c2[N+](=O)[O-])CC1	-5	-4	3
CC1(Cc2ccccc2)C(=O)Nc2c(Cl)ccc(Cl)c21 (stereo not given)	1	-3	3
COc1ccccc1C=C1Oc2cc(O)ccc2C1=O	-5	x	17
COCOc1ccc(-c2cc(-c3cccc4ccccc34)cnc2N)cc1	2	1	-9
CCc1c(C)nc(-c2cccc(C(F)(F)F)c2)nc1N1CCN(S(=O)(=O)c2ccc(F)cc2)CC1	-8	-6	-4

Reformatted: entries from further up
compound | hcGAS inh | mcGAS lum | NPYLR7 ag
CCCC(=O)OCC(O)CN(CCOC)Cc1cccc(OC)c1OC (stereo not given) | -1 | 1 | -4
COC(=O)c1c(C)[nH]c(-c2csc(N)n2)c1C | 3 | x | 1
CCCCCC(=O)NC1=NCCS1 | -3 | x | -1
Cn1nc(-c2cccc(NC(=O)c3cccs3)c2)ccc1=O | -3 | -5 | 0

Next part:
SMILES	hcGAS inh	mcGAS lum	NPYLR7 ag
COC(=O)C1C(=N)OC2=C(C(=O)CC(C)(C)C2)C1c1cccs1 (stereo not given)	-2	x	-5
CCN1CCN(C(=O)CCC2CCN(C(=O)C(C)n3cc(C)cn3)CC2)CC1 (stereo not given)	-14	-7	x
CCSc1nc(CC(=O)NCCc2n[nH]c3c2CCCC3)cs1	-2	x	1
CC(C)CN1CCC1(C)C(=O)Nc1ccc(OC(F)F)cc1 (stereo not given)	-17	-7	5
CC(C)c1cc(C(=O)NCCc2nnc3n2CCNCC3)on1	-6	x	-5
O=C(Cn1c(-c2ccccn2)noc1=O)C12CC3CC(CC(C3)C1)C2	-1	-11	7
CCCc1c(C(=O)Nc2ccc(-c3cccc(-c4ccc(OC)cc4)n3)cc2)cnn1-c1ccccc1	-8	-7	12
CCC(=O)N(c1nnc(SCc2nn3c(=O)cc(C)nc3s2)s1)C1CC1	-6	x	5
COc1ccc(-c2c(C)nn3c(N4CCN(CCO)CC4)cc(C)nc23)cc1OC	-11	-7	5
COCCCNC(=O)c1cccc(CSc2nc(Cl)cc(N(C)CCc3ccc(OC)c(OC)c3)n2)c1	-18	-7	-6
